# SW480 rereplic: induces DNA re-replication in SW480 colon adenocarcinoma cells | AID 624297 | Potency, µM (titrated, usually from 46.1 µM), for the others: at the top dose re-replication activation, usual class: activators | SW480 DNA re-replication, Hoechst DNA content imaging, 48 h | 1.8% of 340,000 active; note: potency is the fitted concentration of half-maximal effect; % of control where 0% means no effect; nearly all actives have a fitted effect of over 55% in size
#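 Image-based read-out: total Hoechst fluorescence of nuclei (405 nm excitation, 500-530 nm emission), with hits raising the fraction of high-intensity nuclei. SW480 colon cells incubated 48 hr with compounds at 37 C.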
# HT1080 IDH1KD tx: kills HT-1080 cells with IDH1 knockdown. HT-1080 IDH1 knockdown viability, ATP luminescence, 48 h. Potency, µM (highest dose often 46.1 µM), for the others: at the highest dose activity, negative = toxicity, actives largely listed as cytotoxic. 2% of 360,000 active. AID 686971;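 note: potency is the fitted concentration of half-maximal effect; 0% = DMSO wells and -100% = cell-free medium wells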
#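 IDH1KD HT-1080 cells, 750/well, RPMI + 5% FBS; compound pinned after 2 h settling; 48 h, 37 °C; CellTiter-Glo luminescence; % activity normalised to DMSO and no-cell wells; curves fitted, classed by r2 and efficacy.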
# HT1080NT lethal: kills 2HG-producing HT-1080-NT fibrosarcoma cells; HT-1080-NT fibrosarcoma viability, CellTiter-Glo ATP luminescence, 48 h; Potency, µM (series often up to 46.1 µM), inactives show at the highest dose activity, negative = less viability, hits mostly cytotoxic; 1.6% of 360,000 active; AID 686970;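 note: NT is the 2HG producing partner of a matched IDH1 knockdown line; potency is the fitted concentration of half-maximal effect; 0% = DMSO-treated cells and -100% = media-only wells without cells; nearly all actives have a fitted effect of over 55% in size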
#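 Viability by CellTiter-Glo luminescence after 48 h compound exposure at 37C of HT-1080-NT cells (750/well, RPMI, 5% FBS). % activity scaled between DMSO wells and medium-only wells, then curve-fitted and categorized by curve class.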
# DRD3 agonist: D3 dopamine receptor (human) agonism; max activation, %; AID 652048; D3R DiscoveRx beta-arrestin cells, luminescence, 90 min; P35462; 0.58% of 410,000 active; in the data active = max activation above about 30%; note: 0% is about no effect; mostly tested at two doses, the higher about 12 µM
# Target sequence (P35462 whole entry, looked up): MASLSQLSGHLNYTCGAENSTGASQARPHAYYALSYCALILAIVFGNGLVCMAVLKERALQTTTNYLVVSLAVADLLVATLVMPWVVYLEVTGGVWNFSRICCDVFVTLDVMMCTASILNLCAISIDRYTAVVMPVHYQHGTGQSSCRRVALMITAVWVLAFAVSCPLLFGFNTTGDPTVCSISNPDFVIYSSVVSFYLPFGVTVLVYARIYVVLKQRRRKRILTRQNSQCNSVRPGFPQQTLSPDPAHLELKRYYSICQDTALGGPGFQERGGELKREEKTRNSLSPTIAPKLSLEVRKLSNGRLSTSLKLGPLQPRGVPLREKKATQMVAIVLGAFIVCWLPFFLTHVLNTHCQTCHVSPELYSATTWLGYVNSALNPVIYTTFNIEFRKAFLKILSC
#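 Cells at 1500/well, incubated overnight, then treated with pinned compounds (dopamine as control) for 90 min at 37 degrees C. DiscoveRx reagent added for 30 - 60 minutes at room temperature; luminescence read.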
# MCF10A rereplic: inducers of DNA re-replication in MCF 10A breast cells. AID 624296. Potency, µM (top dose mostly 46.1 µM), without a hit: top-dose activity, positive = re-replication, actives largely listed as activators. MCF 10A DNA re-replication, Hoechst nuclear intensity, 48 h. 2.9% of 350,000 active; note: potency is the fitted concentration of half-maximal effect; % of control where 0% means no effect; nearly all actives have a fitted effect of over 50% in size
# GLP1R cytotox: cytotoxic in the GLP-1 receptor inverse agonist counter-screen | HEK293 cAMP-luciferase reporter cells, luminescence, 24 h | Potency, µM (top dose mostly 38.3 µM), without a hit: at the highest dose activity change, negative = inhibition, actives largely listed as inhibitors | 0.13% of 410,000 active | AID 624418;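 note: loss of luciferase light is scored as toxicity; potency is the fitted concentration of half-maximal effect; % is set by controls: 0 for no effect and ±100 for the full control effect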
#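 Compound-treated cells are incubated 24 hr at 37 deg C under 5% CO2 after a 12 hour attachment period, then luciferase detection reagent is added and luminescence is measured following 12 min at room temperature; lowered signal indicates toxicity.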
# IL1B secr inh: blocks inflammasome-driven IL-1 beta release | 4.7% of 360,000 active | THP-1 LPS/ATP IL-1B secretion, AlphaLISA, 16 h; stronger effect = lower value | activity change, % at 57.5 µM; in the data active = activity change below about -50%; inconclusive = mostly about -30% to -49%; note: % is set by controls: 0 for no effect and ±100 for the full control effect
#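 Secreted IL-1B measured by AlphaLISA bead assay after 16 h compound exposure of THP-1 cells; compounds (final up to 57.5 uM) added 1 h before LPS (250 ng/mL) and ATP (1.25 mM) stimulation; lower signal means less secretion.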
# KB-V1 MDR tox: KB-V1 MDR subline cytotoxicity | KB-V1 MDR cells viability, CellTiter-Glo, 72 h | Potency, µM (series often up to 46.1 µM), without a hit: at the highest dose activity change, negative = cytotoxicity, most hits filed as cytotoxic | 3.4% of 400,000 active; note: potency is the fitted concentration of half-maximal effect; % is set by controls: 0 for no effect and ±100 for the full control effect; nearly all actives have a fitted effect of over 60% in size
#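 Cells of the MDR subline KB-V1 are plated, dosed with compound at multiple concentrations, and incubated 72 h at 37 degrees C; CellTiter-Glo is then added and luminescence read after 10 min.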
# KB-3-1 cytotox: kills parental KB-3-1 adenocarcinoma cells. KB-3-1 viability, CellTiter-Glo ATP luminescence, 72 h. Potency, µM (highest dose often 46.1 µM), inactives show at the highest dose activity change, negative = cytotoxic, usual class: cytotoxic. 1.4% of 400,000 active; note: potency is the fitted concentration of half-maximal effect; % is set by controls: 0 for no effect and ±100 for the full control effect; nearly all actives have a fitted effect of over 60% in size
#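 Luminescent ATP read-out (CellTiter-Glo) measures survival of drug-naive KB-3-1 cells after 72 h compound exposure at 37 °C. Titration series was screened from lowest to highest concentration, with DMSO vehicle plates as background controls.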
# * hit, by the source's call; ? = inconclusive; · = not tested or not shown; [ ] = remark or other dose. Unless noted, calls come from the whole dose curve; as a rule, active = well fitted curve in the direction sought with a large enough effect; inconclusive = small, poorly fitted or top-dose-only effect, or another doubt; inactive = no such curve, though single readings can be large; an effect the other way counts as inactive or inconclusive. The order is random (roughly 11% active in at least one column).
SMILES,SW480 rereplic,HT1080 IDH1KD tx,HT1080NT lethal,DRD3 agonist,MCF10A rereplic,GLP1R cytotox,IL1B secr inh,KB-V1 MDR tox,KB-3-1 cytotox
O=C(COc1ccccc1F)NNC(=O)c1ccc(F)c(S(=O)(=O)N2CCOCC2)c1,-6%,7%,2%,-4,-1%,-9%,5,33%,-7%
CCOc1ccc(OCC)c(NC(=O)CN2CCN(c3cccc(C)c3)CC2)c1,?,-5%,-4%,6,?,8%,22,-13%,?
COc1ccc(-c2cc(C(=O)OCC(=O)c3c(N)n(C)c(=O)n(C)c3=O)c3ccccc3n2)cc1,-26%,12%,20%,-5,9%,-4%,-53*,-23%,0%
CCN(CC(=O)NCc1ccc(Cl)cc1)C(=O)/C=C/c1cccs1,-10%,-2%,-5%,1,0%,0%[0.307 µM],-29,?,10%
CC(=O)c1c(C)[nH]c(C(=O)NCc2ccco2)c1C,-6%,18%,18%,3,-3%,-1%,7,-2%,20%
Cc1ccc(C)c(NC(=O)CSc2nnc(-c3ccncc3)o2)c1,-30%,9%,0%,-2,-26%,9%,21,5%,0%
O=C(Cn1nc(-c2ccc(Cl)cc2)c2ccccc2c1=O)NCC1CCCO1 (stereo not drawn),11%,7%,1%,0,2%,-21%,-10,-10%,0%
CC(C)C1CC(c2ccccc2)(C(CN)CO)CCO1 (stereo not drawn),-25%,2%,-1%,-5,?,-3%,-1,6%,1%
CCCCOc1c(Br)cc(/C=N/O)cc1OCC,-10%,-2%,-1%,-2,?,3%,?,-1%,-13%
COC(=O)c1cc(Br)c(=O)n(-c2nccs2)c1,1%,-1%,-7%,-2,-5%,17%,-10,-1%,?
CC(=O)C1CCC2C3CCC4=CC(=O)CCC4(C)C3(Br)C(=O)CC12C (stereo not drawn),-5%,-6%,-1%,3,2%,0%,-3,-6%,11%
CCOc1ccc(OCCOc2cccc(C(F)(F)F)c2)cc1,2%,21%,14%,-5,-19%,4%,-17,3%,-3%
CC1(C)C2CCC1(CS(=O)(=O)NC1CCCC1)C(=O)C2 (stereo not drawn),-1%,-2%,0%,-1,?,-1%,1,?,-24%
CC(C)c1ccc(CCNC(=O)CCNC(=O)c2ccc(Br)cc2)cc1,2%,14%,6%,16,-2%,-8%,48,?,-7%
CCOC(=O)C1CCN(C(=S)Nc2ccccc2)CC1,19%,-6%,0%,-11,23%,1%,-2,8%,11%
COc1cccc2cc(C(C)N(CCCN3CCOCC3)C(=O)Nc3ccccc3)oc12 (stereo not drawn),2%,-4%,-6%,-15,5%,-3%,-2,0%,-1%
O=[N+]([O-])c1ccccc1OCCN1CCCC1,31%,-5%,-1%,-13,-4%,-20%,-30,5%,-7%
CCCNc1nc2c(c(=O)[nH]c(=O)n2C)n1CCc1ccccc1,-8%,0%,-5%,1,-2%,4%,26,1%,-3%
CCCCCc1nnc(NC(=O)NS(=O)(=O)c2ccc(C)cc2)s1,0%,0%,6%,1,-6%,-7%,1,16%,4%
Cc1ccc(CNC(=O)Cn2cc(C(=O)c3ccc(Cl)cc3)c(=O)c3ccc(C)nc32)cc1,·,·,·,-9,·,1%,·,11%,4%
NS(=O)(=O)c1ccc(CCNC(=S)NC2CCCCC2)cc1,20%,16%,-14%,-14,-6%,-12%,16,0%,16%
CC(C)CN1C(=O)c2ccc(NC(=O)Cc3ccccc3)cc2C1=O,0%,0%,8%,-4,1%,-1%,-16,?,4%
O=C(NN=C1C2CC3CC(C2)CC1C3)c1cccc(S(=O)(=O)N2CCOCC2)c1,?,23%,?,-4,-3%,-4%,-4,16%,1%
COc1ccc(OC)c(/C=C/c2ccnc3ccccc23)c1,12µM*,?,?,0,5.2µM*,6%,-76*,5.2µM*,?
CCOC(=O)NC1(NCC(C)C)Oc2ccccc2O1,16%,-29%,?,-9,15%,?,27,-20%,12%
COc1ccccc1OCc1nc2ccccc2n1Cc1ccccc1,·,·,·,-3,·,6%,·,-14%,8%
CC(C)c1ccc(NC(=O)C2CC(=O)N=C(N)S2)cc1 (stereo not drawn),0%,2%,4%,2,1%,-13%,-2,25%,13%
CCOC(=O)c1[nH]c(C)c(CCC(=O)Nc2ccccc2OCC)c1C,·,·,·,5,·,-5%,·,-8%,1%
Cc1cc(C)c(S(=O)(=O)NCC(=O)NCc2cc(=O)n(C)c(=O)n2C)c(C)c1,18%,1%,2%,0,19%,-3%,14,3%,-1%
Cc1cc(OCC(=O)N2CCC[C@@H]2C(=O)O)c2c(C)c(C)c(=O)oc2c1,-14%,5%,10%,10,7%,-14%,-4,-6%,0%
COc1ccc(-n2c(SC3CCOC3=O)nc3ccccc32)cc1 (stereo not drawn),-3%,-4%,0%,-4,-13%,0%,6,7%,-5%
O=C(COCC(=O)N1CCOCC1)N1CCOCC1,-14%,12%,20%,5,-2%,-1%,51,1%,14%
Cc1ccc(-c2nnn(CC(=O)NCC3COCCO3)n2)o1 (stereo not drawn),2%,6%,4%,1,-40%,-7%,5,3%,-1%
O=C(c1ccc(S(=O)(=O)Cc2ccccc2Cl)c([N+](=O)[O-])c1)N1CCOCC1,?,-23%,?,-5,-1%,-17%,-100*,-6%,-11%
Cc1cc(C)c2[nH]c(C(=O)Nc3ccc(F)cc3Br)cc2c1,0%,-2%,0%,3,-8%,6%,31,8%,-7%
O=C(Nc1cc2c(cc1C(=O)O)OCCCO2)c1ccc(C(F)(F)F)cc1,-4%,-12%,-29%,-7,-10%,-20%,6,19%,5%
COc1ccc(N)cc1NC(=O)CN1CCOCC1,·,1%,5%,3,·,5%,4,16%,3%
CC(=O)c1c(C)[nH]c(C(=O)NNC(=O)COc2cc(C)ccc2C(C)C)c1C,?,5%,5%,-1,1%,2%,23,17%,9%
O=C(Nc1cccnc1)/C(N=Nc1cccnc1)=C(\O)c1ccccc1,-5%,-2%,0%,-8,1%,4%,-2,-13%,18%
CC(NC(=O)c1cc(=O)[nH]c2ccccc12)c1ccccc1 (stereo not drawn),-4%,3%,2%,2,7%,0%[7.66 µM],14,-10%,0%

# Random excerpt: four records from the list.
SMILES,SW480 rereplic,HT1080 IDH1KD tx,HT1080NT lethal,DRD3 agonist,MCF10A rereplic,GLP1R cytotox,IL1B secr inh,KB-V1 MDR tox,KB-3-1 cytotox
COc1ccc(N)cc1NC(=O)CN1CCOCC1,·,1%,5%,3,·,5%,4,16%,3%
O=C(COCC(=O)N1CCOCC1)N1CCOCC1,-14%,12%,20%,5,-2%,-1%,51,1%,14%
COc1ccccc1OCc1nc2ccccc2n1Cc1ccccc1,·,·,·,-3,·,6%,·,-14%,8%
O=C(Nc1cccnc1)/C(N=Nc1cccnc1)=C(\O)c1ccccc1,-5%,-2%,0%,-8,1%,4%,-2,-13%,18%

# (list continues)
SMILES,SW480 rereplic,HT1080 IDH1KD tx,HT1080NT lethal,DRD3 agonist,MCF10A rereplic,GLP1R cytotox,IL1B secr inh,KB-V1 MDR tox,KB-3-1 cytotox
O=C(COc1ccc([N+](=O)[O-])cc1)Nc1cc(S(=O)(=O)N2CCCCC2)ccc1N1CCCCC1,-1%,-15%,-6%,-12,4%,-9%,-3,-27%,-16%
Cc1cc(NC(=O)CCC(=O)N(c2ccc(F)cc2)C(C(=O)NC2CCCC2)c2ccc(C)o2)no1 (stereo not drawn),0%,-14%,2%,6,4%,2%,21,4%,1%
Cc1c(CCOC(=O)c2ccccc2)sc[n+]1CC(=O)c1ccc(Br)cc1,5%,?,?,-10,23%,-9%,-65*,7.3µM*,?
COc1ccc2c(c1)Cc1sc(NC(C)=O)nc1-2,-4%,3%,-4%,3,1%,17%,-21,-29%,-1%
O=C(c1ccccc1-c1ncc[nH]1)N1CCc2c([nH]c3ccccc23)C1c1ccccn1 (stereo not drawn),-50%[inhibitor],-4%,-9%,-7,-27%,-2%,7,-8%,-14%
O=[N+]([O-])c1ccc(OCc2cnc(Cl)s2)cc1,8%,7%,9%,3,-7%,3%,0,-2%,-21%
CCS(=O)(=O)c1ccc(O)c(NC(=O)c2ccc(S(=O)(=O)N3CCCCCC3)cc2)c1,-10%,-17%,-5%,4,-7%,2%,10,14%,-12%
COc1ccc(C2C(C#N)=C(N)OC3=C2C(=O)CC(C)(C)C3)cc1Cn1cc([N+](=O)[O-])cn1 (stereo not drawn),-5%,-15%,-12%,-1,-8%,-7%,-9,24%,-7%
Cc1cc(C)cc(-n2cc[nH]c2=S)c1,6%,7%,10%,1,17%,?,18,-6%,10%
O=[N+]([O-])c1ccc(N2CCN(S(=O)(=O)c3ccccc3)CC2)c2cccnc12,4%,-10%,-20%,-12,5%[9.22 µM],2%,25,8.2µM*,3%
COc1cccc2c1-c1c(C(=O)O)cccc1C2=O,3%,11%,14%,2,-3%,-1%,-10,?,0%
Cc1ccc(S(=O)(=O)NCc2ccccc2)cc1C(=O)NCc1ccncc1,·,6%,4%,1,·,-6%,20,13%,0%
CCCCC(CC)CNC(=O)C1CCC(CNS(=O)(=O)c2cccc3nsnc23)CC1 (stereo not drawn),·,·,·,3,·,-8%,·,?,?
O=C(Nc1ccc(CN2CCCCC2)cc1)c1ccc(Br)o1,-1%,-1%,-1%,-15,23%,2%,-18,19%,6%
Cc1cc(C)c(S(=O)(=O)N(CC(=O)N2CCOCC2)C2CCCCC2)c(C)c1,2%,1%,15%,1,3%,-2%,3,-29%,6%
COc1cccc(OC)c1C(=O)NCCSC1CCCCC1,-7%,3%,1%,7,-3%,-23%,-1,15%,20%
CCOc1ccc(-c2c(C(=O)N/N=C(\C)c3cccnc3)nnn2-c2nonc2N)cc1,-18%,-22%,-12%,-4,-4%,-10%,19,?,-1%

# Bioassay records from PubChem BioAssay.
